tolC growth inh: blocks growth of E. coli BW25113 tolC mutant; growth inhibition, % at 10 µM (by protocol); OD615; 2.2% of 65,000 active;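 active = growth inhibition at or above a cutoff equal to the mean over every tested compound plus 3 SD, cut at about 60% in these data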;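 note: growth measured after 20 h incubation at 37 °C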
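Test system – E. coli BW25113 ΔtolC::kan, tolC deletion mutant strain · Detection – OD at 615 nm · Buffer or medium – LB with kanamycin 50 µg/mL · Times – 20 h compound exposure of bacteria at 37 °C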
Jurkat viability: cytotoxic compounds reducing Jurkat cell viability; 1.2% of 56,000 active; Jurkat E6.1 viability, ATP luminescence, 48 h; AID 463; inhibition, % at 4 µM;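 active = inhibition above the mean inhibition of all tested compounds plus 3 SD, cut at about 28% in these data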
NADH enzymes: inhibitors of enzymes used to reach an NAD/NADH endpoint; coupled PK/LDH NADH assays, four targets; IC50, µM (top dose mostly 10 µM), without a hit: top-dose inhibition; 0.02% of 65,000 active; AID 774;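 active = single-dose screening hits from any of four coupled enzyme assays that gave an IC50 when retested across doses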;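 note: the DPM-DC format reads NADH fluorescence rather than 340 nm absorbance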
D1 mod: D1 dopamine receptor (human) allosteric modulation | AID 641 | B-score at 10 µM | P21728 | 5.9% of 58,000 active | HEK293 D1, CRE-luciferase, dopamine EC30 potentiation; actives deviate in either direction;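 active = luminescence count or its row- and column-corrected plate score outside the 99.7% band of the plate's sample wells, on either side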
M1 antagonist: M1 muscarinic receptor (rat) antagonism. B-score at 10 µM. CHO-M1 cells, Fluo-4 calcium, ACh EC80 antagonist mode; hits give low values. 3.4% of 64,000 active;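 active = calcium fluorescence response, raw or row-and-column corrected B-score, differing from the plate sample mean either way at a set confidence level, mostly lower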
Target sequence (P08482 whole entry, looked up): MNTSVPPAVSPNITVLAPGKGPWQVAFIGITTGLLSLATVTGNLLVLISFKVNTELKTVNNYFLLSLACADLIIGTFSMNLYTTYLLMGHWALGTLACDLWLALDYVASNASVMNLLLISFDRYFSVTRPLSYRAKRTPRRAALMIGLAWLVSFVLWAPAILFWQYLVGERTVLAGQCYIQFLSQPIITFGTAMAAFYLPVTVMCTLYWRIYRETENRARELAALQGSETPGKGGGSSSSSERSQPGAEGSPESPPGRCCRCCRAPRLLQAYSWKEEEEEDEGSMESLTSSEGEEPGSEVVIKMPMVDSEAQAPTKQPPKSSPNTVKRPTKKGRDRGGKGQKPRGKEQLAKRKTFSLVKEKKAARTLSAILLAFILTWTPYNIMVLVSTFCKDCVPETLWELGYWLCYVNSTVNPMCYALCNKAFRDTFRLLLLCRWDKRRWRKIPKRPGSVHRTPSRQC
SF-1 act: activators of human nuclear receptor SF-1; Q13285; CHO-K1 Gal4-SF-1 LBD luciferase reporter; % increase over DMSO SF-1-specific signal; activation, % at 10 µM; 1.9% of 65,000 active; AID 522;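 active = activation above the mean activation of all tested compounds plus 3 SD, cut at about 50% in these data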
Target sequence (Q13285 whole entry, looked up, the tested form may be a part): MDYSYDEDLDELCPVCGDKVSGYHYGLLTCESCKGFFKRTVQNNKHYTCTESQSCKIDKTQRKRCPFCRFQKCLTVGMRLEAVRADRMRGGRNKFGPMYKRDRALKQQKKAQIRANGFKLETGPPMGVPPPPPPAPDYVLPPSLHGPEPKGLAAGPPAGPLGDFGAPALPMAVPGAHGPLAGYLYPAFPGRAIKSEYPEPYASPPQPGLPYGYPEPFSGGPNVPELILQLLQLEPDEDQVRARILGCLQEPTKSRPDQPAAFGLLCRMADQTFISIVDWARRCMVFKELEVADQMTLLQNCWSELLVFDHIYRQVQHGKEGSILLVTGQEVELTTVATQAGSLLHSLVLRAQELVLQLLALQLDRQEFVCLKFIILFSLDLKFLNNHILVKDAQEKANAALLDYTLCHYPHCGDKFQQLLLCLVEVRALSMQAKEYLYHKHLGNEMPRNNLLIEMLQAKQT
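Test system: CHO-K1 cells co-transfected with Gal4 DBD–human SF-1 LBD, 5xGal4 luciferase reporter. Quantity: 4,000 cells per well. Compound: 10 µM only. Incubation: compound added 1 h post-seeding, 20 h exposure at 37 °C, 5% CO2. Detection: SteadyLite luciferase luminescence. Replication: one test per compound.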
HEK293 NFkB inh: inhibitors of the PMA/ionomycin-induced NF-kB reporter in HEK293 cells | HEK-293 NF-kB luciferase reporter, luminescence | inhibition, % at 3 µM | 0.21% of 62,000 active | AID 465;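 active = inhibition above the mean of all tested compounds plus 3 SD, cut at about 40% in these data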;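 note: 0% = stimulated DMSO wells and 100% = 10 µM reference inhibitor 5653914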
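Reagent: PMA plus ionomycin mix as NF-kB-activating stimulus. Assay system: NF-kB luciferase reporter HEK-293 cells. Technique: luminescence from luciferase substrate reagent. Incubation: 1 h compound pre-incubation, 16 h PMA/ionomycin at 37 °C. Benchmarks: DMSO only as uninhibited control, 10 µM reference inhibitor as full inhibition. Repeats: tested once.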
M1 ag: M1 muscarinic receptor agonism | AID 626 | B-score at 10 µM | CHO-M1 cells, Fluo-4 calcium fluorescence, agonist mode; hits give high values | 3% of 64,000 active;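 active = fluorescence rise, raw or as B-score row- and column-corrected plate score, outside the 99.7% band of its plate's samples, either direction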
TNAP act mid DEA: activators of human TNAP at intermediate phosphate acceptor. P05186. purified TNAP, CDP-star luminescence, 100 mM DEA, 30 min; hits give high values; scale: 0 levamisole-inhibited, 1 vehicle-only enzyme. activation factor at 20 µM. 64,000 tested, under 10 active. AID 813;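 active = activation factor of at least 2 at 20 µM, relative to controls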
* = called active by the depositor; / = not tested or not shown; [ ] = dose if it differs, or a comment.

nr	SMILES	HEK293 NFkB inh	M1 ag	NADH enzymes	SF-1 act	M1 antagonist
1	COc1ccc(-c2c(C)oc3cc(O)cc(O)c3c2=O)cc1OC	8	0.21	3%	2	1.6
2	CCOC(=O)c1c(C)n(CC(COC(C)=O)OC(C)=O)c2ccc(OC(C)=O)cc12 (configuration not stated)	1	0.89	6%	-10	0.52
3	COc1ccc(NC(=O)C(C)NS(=O)(=O)c2ccc(NC(C)=O)cc2)cc1Cl (configuration not stated)	14	1	2%	-8	-0.022
4	O=C(NCc1ccncc1)c1ccc(Br)cc1	14	0.54	2%	-11	-0.49
5	CCOc1ccc(/C=N/n2cnnc2)cc1	-6	-0.41	2%	3	-0.58
6	COc1ccc(-c2c(C)oc3c(CN4CCN(CCO)CC4)c(O)ccc3c2=O)cc1OC	17	-0.5	0%[fluoresces]	-14	-0.0032
7	O=S(=O)(N=S(N1CCCCC1)N1CCCCC1)c1ccccc1	2	0.39	4%	-5	0.14
8	O=C(N=c1nc2ccccn2s1)c1ccccc1	-119	0.44	11%	6	-0.32
9	COc1cc(NS(=O)(=O)c2ccc(F)cc2)c(OC)cc1NC(=O)C1CC1	3	-0.24	2%	0	-0.17
10	Cc1ccc(-c2csc(NC(=O)CSc3ncn(-c4ccccc4)n3)n2)cc1	2	0.21	7%	41	0.51

nr	TNAP act mid DEA	tolC growth inh	Jurkat viability	D1 mod
1	0.9	11	11	-0.071
2	0.9	9	9	1.3
3	0.9	-10	-3	-0.47
4	0.9	-9	-2	-0.63
5	0.9	-19	3	0.77
6	0.9	-16	-3	0.2
7	0.9	3	4	0.27
8	0.9	7	/	-1.4
9	0.9	10	/	-1
10	0.9	-9	5	0.027

5 entries out of the list, sorted by SMILES length, largest number first:
nr	SMILES	HEK293 NFkB inh	M1 ag	NADH enzymes	SF-1 act	M1 antagonist
2	CCOC(=O)c1c(C)n(CC(COC(C)=O)OC(C)=O)c2ccc(OC(C)=O)cc12 (configuration not stated)	1	0.89	6%	-10	0.52
6	COc1ccc(-c2c(C)oc3c(CN4CCN(CCO)CC4)c(O)ccc3c2=O)cc1OC	17	-0.5	0%[fluoresces]	-14	-0.0032
7	O=S(=O)(N=S(N1CCCCC1)N1CCCCC1)c1ccccc1	2	0.39	4%	-5	0.14
4	O=C(NCc1ccncc1)c1ccc(Br)cc1	14	0.54	2%	-11	-0.49
5	CCOc1ccc(/C=N/n2cnnc2)cc1	-6	-0.41	2%	3	-0.58

nr	TNAP act mid DEA	tolC growth inh	Jurkat viability	D1 mod
2	0.9	9	9	1.3
6	0.9	-16	-3	0.2
7	0.9	3	4	0.27
4	0.9	-9	-2	-0.63
5	0.9	-19	3	0.77

Next part:
nr	SMILES	HEK293 NFkB inh	M1 ag	NADH enzymes	SF-1 act	M1 antagonist
11	CC1CCCCN1Cc1nc2c(c(=O)n(C)c(=O)n2C)n1CCc1ccccc1 (configuration not stated)	-1	1.2	9%	-7	-0.41
12	COc1ccc(C(C)=O)cc1CN1C(=O)C(C)N(c2ccc(C)cc2)C1=O (configuration not stated)	8	0.22	2%	-7	-0.25
13	CCC1=NC(c2ccccc2OC)N(O)C1(C)C (configuration not stated)	15	0.11	0%	5	-15*
14	O=C(c1cnn2c(C(F)(F)F)cc(-c3ccco3)nc12)N1CCc2ccccc2C1	32	0.2	6%	-32	0.097
15	CC(C(=O)Nc1ccccc1-c1ccccc1)N1CCOCC1 (configuration not stated)	-6	1.4	2%	-7	0.03
16	O=C(c1ccc(S(=O)(=O)N2CCC(c3nc4ccccc4s3)CC2)cc1)N1CCOCC1	0	-0.37	2%	-11	0.64
17	CC(C)(C)OC(=O)NCCc1nnc(SCc2ccccc2Cl)o1	6	-0.88	4%	7	-0.33
18	COc1cc(C2C(C(=O)c3cccs3)=C(O)C(=O)N2c2cc(C)on2)ccc1O (configuration not stated)	/	-0.62	2%	15	-2
19	CCn1cc(C(=O)OCC(=O)NCc2ccc3c(c2)OCO3)c(=O)c2ccc(C)nc21	8	0.56	1%	1	-1.3
20	Cc1ccc(/C=N/n2c(C)nnc2C)s1	14	-0.35	9%	-9	0.28

nr	TNAP act mid DEA	tolC growth inh	Jurkat viability	D1 mod
11	/	/	4	-0.13
12	0.9	2	/	/
13	0.9	-8	5	-0.23
14	0.9	25	-2	0.36
15	0.9	3	-4	0.11
16	0.9	-1	3	/
17	0.8	33	5	-0.0098
18	0.9	3	/	/
19	0.9	-4	-5	2.7*
20	0.9	-22	2	0.73

Entries 19 through 20, quoted:
nr	SMILES	HEK293 NFkB inh	M1 ag	NADH enzymes	SF-1 act	M1 antagonist
19	CCn1cc(C(=O)OCC(=O)NCc2ccc3c(c2)OCO3)c(=O)c2ccc(C)nc21	8	0.56	1%	1	-1.3
20	Cc1ccc(/C=N/n2c(C)nnc2C)s1	14	-0.35	9%	-9	0.28

nr	TNAP act mid DEA	tolC growth inh	Jurkat viability	D1 mod
19	0.9	-4	-5	2.7*
20	0.9	-22	2	0.73

More entries
nr	SMILES	HEK293 NFkB inh	M1 ag	NADH enzymes	SF-1 act	M1 antagonist
21	Cc1oc2cc(O)ccc2c(=O)c1Oc1ccccc1Br	2	-0.72	3%[fluoresces]	-16	-0.31
22	CN1CCN(CC#CC2(O)CCCCC2)CC1	-24	0.63	5%	17	-0.56
23	O=C(c1cc2nc3c(c(C(F)(F)F)n2n1)CCc1ccccc1-3)N1CCN2CCCC2C1 (configuration not stated)	11	-1.4	5%	-10	-3.1*
24	CCOC(=O)N1CCC(N2Cc3cccc(C(=O)NC(C)c4ccc5c(c4)OCCO5)c3C2=O)CC1 (configuration not stated)	15	0.23	3%	-9	-0.63
25	CS(=O)(=O)c1ccc(C(=O)NC2CCOC2=O)cc1 (configuration not stated)	13	0.96	2%	-8	0.66
26	CC(C)OC(=O)CN1CCN(C2c3ccccc3-c3ccccc32)CC1	20	-0.52	1%	0	-0.67
27	Cc1ccccc1OCc1nc(-c2ccc(-n3cccc3)cc2)no1	6	-2.3	9%	16	0.43
28	Cc1ccc(NC(=O)CC2SC3=NCCN3C2=O)cc1 (configuration not stated)	18	0.023	2%	-5	-1.4
29	Brc1ccc(-c2cnnc(N3CCCC3)n2)cc1	/	-0.3	2%	-20	0.53
30	Cn1nc(-c2ccc(N3CCOCC3)c(NC(=O)c3ccccc3)c2)c2ccccc2c1=O	19	0.66	6%	10	0.45

nr	TNAP act mid DEA	tolC growth inh	Jurkat viability	D1 mod
21	0.9	36	5	-0.54
22	0.9	6	4	-1.3
23	0.9	12	-13	0.91
24	0.9	29	4	2.4*
25	1.1	-12	/	/
26	0.9	15	8	0.04
27	0.8	-8	-7	0.084
28	1	-5	/	5.5*
29	0.9	18	/	/
30	1	30	-13	2

Next records.
nr	SMILES	HEK293 NFkB inh	M1 ag	NADH enzymes	SF-1 act	M1 antagonist
31	CC(=O)Nc1ccc(S(=O)(=O)N(C)CC(=O)Nc2ccccc2N2CCOCC2)cc1	1	0.39	4%	-16	-0.76
32	O=C(NCc1ccco1)c1cc(S(=O)(=O)N2CCOCC2)c(Cl)cc1Cl	21	0.54	3%	3	-0.48
33	CCCc1nc2oc3c(NCC4CCCO4)ncnc3c2c2c1COC(C)(C)C2 (configuration not stated)	17	/	11%	9	/
34	COCCn1nnnc1CN1CCC(Cc2ccccc2)CC1	1	-0.016	3%	-6	-0.17
35	COc1ccccc1N1CCN(c2cc(N3CCCC3)nc(C)n2)CC1	13	0.052	2%	-9	-2.3
36	CCCCOC(=O)Cn1c(=O)oc2ccc(C)cc21	11	1.3	1%	1	-0.043
37	C/C(Cl)=C\Cn1c(Nc2ccc(C)cc2)nc2c1c(=O)n(C)c(=O)n2C	19	0.62	1%	9	-0.22
38	COC(=O)c1ccccc1NC(=O)c1ccc2c(c1)OCCO2	6	0.058	5%	-2	-0.4
39	CCCOc1ccc(N2CC(C(=O)Nc3ccc4c(c3)OCO4)CC2=O)cc1 (configuration not stated)	15	-0.18	2%	11	-0.32
40	Cc1cc(C)cc(N2C(=O)N(c3ccccc3C)C3CS(=O)(=O)CC32)c1 (configuration not stated)	14	-0.042	7%	-6	0.043

nr	TNAP act mid DEA	tolC growth inh	Jurkat viability	D1 mod
31	1	-3	1	0.46
32	0.9	-8	5	-0.86
33	1	-11	4	15*
34	0.9	-13	-2	-0.58
35	0.9	8	7	/
36	0.9	7	4	0.18
37	0.9	-6	-3	-3.1
38	0.9	89*	2	3.9*
39	0.8	-9	-1	-0.035
40	0.9	-6	3	-0.13

More structures follow:
nr	SMILES	HEK293 NFkB inh	M1 ag	NADH enzymes	SF-1 act	M1 antagonist
41	Cc1ccc2cc(C#N)c(NCc3ccco3)nc2c1	16	0.73	10%[fluoresces]	0	-0.17
42	CCOc1ccc(C2C3=C(CCCC3=O)Nc3nc(C(F)(F)F)nn32)cc1OC (configuration not stated)	5	0.0016	6%	-12	0.26
43	N#CC1=C(N)Oc2cc(O)ccc2C1c1ccccc1 (configuration not stated)	6	-1.2	2%	-7	0.6
44	CCN1C(=O)/C(=C2/Sc3ccccc3N2CCCS(=O)(=O)O)SC1=S	-9	0.93	5%	18	1.3
45	Cc1ccc2c(c1)N(CCC(=O)NCCCOC(C)C)C(=O)C(C)O2 (configuration not stated)	4	0.85	6%	1	0.0065
46	O=C(NCCc1ccccc1)c1noc2c1CCc1ccccc1-2	11	/	8%	34	/
47	CCOc1cc(/C=N/n2cnnc2)cc(Br)c1O	4	0.43	8%	-12	-1.3
48	COC(=O)c1cc(-c2c[nH]c3ccccc23)n[nH]1	20	-0.26	1%	6	-0.98
49	c1ccc(CSc2nncn2-c2ccccn2)cc1	8	-0.68	7%	0	-1.7
50	CC(C)c1ccc(C2CC(=O)N3CN(C)CSC3=C2C#N)cc1 (configuration not stated)	14	-0.93	7%	-3	0.043

nr	TNAP act mid DEA	tolC growth inh	Jurkat viability	D1 mod
41	0.9	-10	12	6.7*
42	0.9	-17	-2	2
43	0.8	9	-1	1.8
44	0.8	-6	-8	1.8
45	0.9	-7	7	0.66
46	0.8	-3	-3	-1.2
47	0.9	-8	4	0.15
48	0.3	19	-4	2.3
49	0.8	-19	-6	7.9*
50	0.8	3	6	-0.027

(list continues)
nr	SMILES	HEK293 NFkB inh	M1 ag	NADH enzymes	SF-1 act	M1 antagonist
51	CCOc1ccc(OCC)c(NC(=O)c2ccc(CNc3c(N4CCOCC4)c(=O)c3=O)cc2)c1	4	0.048	7%	8	0.32
52	CCOc1ccc(N(CC(=O)OC)S(=O)(=O)c2c(C)noc2C)cc1	7	0.37	2%	-12	0.52
53	Cc1c(NC(=O)C2CC=CCC2C(=O)O)c(=O)n(-c2ccccc2)n1C (configuration not stated)	4	-0.63	4%	-9	0.12
54	C=CCn1c(=N)c(C(=O)NCCCOC)cc2c(=O)n3ccccc3nc21	2	-1.4	14%[fluoresces]	3	-0.96
55	Fc1ccc(-n2c(Cc3ccccc3)nnc2SCc2nc(-c3cccs3)no2)cc1	17	0.72	2%	-3	-0.78
56	O=c1c2c3c(sc2nc2n1CCCCC2)CCCC3	-15	/	6%	60*	/
57	O=C1C=C(N2CCN(C3=CC(=O)CCC3)CC2)CCC1	/	0.52	3%	21	-0.5

nr	TNAP act mid DEA	tolC growth inh	Jurkat viability	D1 mod
51	0.9	-12	-8	/
52	0.9	5	1	-0.0042
53	1	-20	-9	/
54	0.9	-24	2	-0.51
55	0.9	70*	5	-0.84
56	0.9	23	7	3
57	0.9	19	/	-0.55
